Lipid droplet: hepatic lipid droplet formation modulation; AID 1656; hit rate 0.4% among 240,000; AML12 mouse hepatocytes, oleate lipid droplets, BODIPY imaging; inhibition, % at 6.5 µM;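 active = lipid droplet intensity inhibited by at least 50%, with more than 500 cells counted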
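Material – mouse AML12 hepatocyte cell line, fixed after treatment · Compound dosing – one dose, 6.5 µM compound · Times – compound with oleate, overnight · Measured by – Image-based BODIPY and DAPI two-channel analysis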
Siah-1 displacement: blockers of Siah-1 interaction with plectin peptide – biochemical, fluorescence polarization, rhodamine-plectin, uHTS, primary screen (AID 1817). Siah-1 / rhodamine-plectin peptide fluorescence polarization; higher % means a stronger effect. displacement, % at 20 µM, or IC50 in µM where a hit was titrated. hit rate 0.02% among 290,000;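 active = displacement of at least 50% at 20 µM, with a fluorescence ratio check between 0.3 and a set limit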;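 also: plate controls were Siah plus tracer with DMSO for no effect and tracer alone without Siah for full effect; strong numbers were not always called active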
M1AAP inhibition: P. falciparum M1AAP inhibitors, biochemical, fluorogenic H-Leu-NHMec substrate, 1536-well (AID 1445) | recombinant M1AAP, H-Leu-NHMec fluorogenic kinetic assay; higher % means a stronger effect | one-dose inhibition, % at 30 µM; IC50 in µM for titrated hits | hit rate 0.42% among 220,000;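 active = primary inhibition above the hit cutoff, then over 50% inhibition at one or more dose response concentrations, cut at about 23% in these data, passing the limit was not always enough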;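 also: plate controls were DMSO full reaction for no effect and no enzyme background for full effect; strong numbers were not always called active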
M17LAP inhibition: P. falciparum M17LAP inhibitors, primary screen, biochemical, fluorogenic H-Leu-NHMec substrate, 1536-well (AID 1619) | recombinant M17LAP, H-Leu-NHMec fluorogenic kinetic assay; higher % means a stronger effect | inhibition, % at 30 µM; hits with a dose series show IC50 in µM | hit rate 0.38% among 220,000;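 active = compound inhibiting the enzyme by more than half at any dose during confirmatory dose-response retesting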;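 also: plate controls were full reaction with DMSO carrier for no effect and no enzyme background for full effect; strong numbers were not always called active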
XIAP antagonists: XIAP antagonists, biochemical, IAP family, fluorescence polarization (AID 1018) | XIAP BIR domain, fluorescence polarization peptide displacement; higher % means a stronger effect | one-dose displacement, % at 20 µM; IC50 in µM for titrated hits | hit rate 0.007% among 200,000; in the data active = displacement above about 50%; also: a part of the inactive calls stands beside numbers as strong as those of hits
AID2073: disruptors of CaV2.2 binding to Mint1 – biochemical, HTRF (AID 2073); HTRF protein-protein interaction, Mint1-CaV2.2; higher % means a stronger effect; one-dose inhibition, % at 20 µM; IC50 in µM for titrated hits; hit rate 0.19% among 290,000; in the data active = inhibition mostly above about 51%, no sharp cut-off; also: some results filed as inactive read as strong as hits
CSM14.1 death rescue: protection against thapsigargin-triggered cell killing – 384-well, CSM14.1, ATP luminescence, primary screen (AID 1222); CSM14.1 thapsigargin-induced death rescue, ATP luminescence; higher % means a stronger effect; cellular ATP content (survival), % at 20 µM; hits with a dose series show EC50 in µM; 190,000 tested, under 10 active;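 active = EC50 below 50 µM in the dose-response confirmation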;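 also: death triggered by thapsigargin at about 15 µM added after 2 h compound pretreatment; cell ATP read after overnight thapsigargin exposure of roughly 18 to 22 hours; normalized against plate controls of thapsigargin alone and 5% DMSO vehicle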
HEK293 NOD2/NF-kB: inhibition of NOD2-driven NF-kB reporter – cell-based, luminescence, uHTS, HEK293 (AID 1566); HEK293 NOD2/NF-kB luciferase reporter, luminescence; higher % means a stronger effect; inhibition, % at 4 µM, or EC50 in µM where a hit was titrated; hit rate 0.63% among 290,000; also: many of its hits are not listed in these tables
LYP phosphatase: PTPN22 lymphoid phosphatase activity blockers – biochemical, fluorescence intensity, uHTS (AID 1779); recombinant LYP phosphatase, fluorescence intensity; higher % means a stronger effect; one-dose inhibition, % at 11.5 µM; IC50 in µM for titrated hits; hit rate 0.054% among 290,000;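 also: plate controls were vehicle with enzyme for no effect and no enzyme for full effect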
Lipid droplet cells 6.5 µM: also measured in Lipid droplet; calls as there; cell count; measured here: cell count, cytotoxicity flag;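 cells counted across two imaged fields per well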
Starred values were filed as active, the others as inactive; · = no result given. Rule as the data show it, unless noted: active = inhibition above about 50%; inactive = the rest. Not all compounds are listed (hit frequency here may not be typical).

SMILES	Lipid droplet	Lipid droplet cells 6.5 µM	Siah-1 displacement	M1AAP inhibition	M17LAP inhibition	XIAP antagonists	AID2073	CSM14.1 death rescue	HEK293 NOD2/NF-kB	LYP phosphatase
C[C@H]1[C@H](C)CC[C@]2(C)CC[C@]3(C)C(=CC[C@@H]4[C@@]5(C)CC[C@@H](O)[C@](C)(C(=O)O)[C@@H]5CC[C@]43C)[C@H]12	5.9	671	1.0%	1.2%	6.5%	·	77.0%*	·	-13.4%	-4.0%
CCn1c(=S)sc2c(=O)n(-c3ccccc3)c(=S)[nH]c21	3.9	688	8.2%	3.7%	0.2%	-9.1%	20.4%	0.4%	-11.2%	5.1%
COC(=O)CN1C(=O)C(C)(C)Oc2ccc(C(=O)Nc3cccc(OC)c3)cc21	-22.2	846	0.2%	·	·	·	6.5%	·	29.7%	-6.4%
Cc1ccc(Nc2nc(=O)c3cccnc3s2)cc1	6.4	744	-1.0%	2.3%	22.7%	0.3%	2.2%	-5.2%	-49.4%	0.5%
CCCCOC(=O)Cn1c(=N)n(CCN(CC)CC)c2ccccc21	-2.1	755	-0.7%	3.7%	10.9%	-18.2%	-10.1%	-1.7%	10.1%	-3.8%
C=CCSc1nnc(NC(=O)c2ccc(S(=O)(=O)NCC3CCCO3)cc2)s1 (stereo unspecified)	11.9	793	-3.2%	7.2%	22.0%	-12.8%	3.1%	2.3%	11.6%	0.6%
O=C(COC(=O)CCC(=O)c1ccc(F)cc1)NCc1ccco1	5.0	707	12.9%	1.0%	-2.2%	-2.1%	-3.5%	0.0%	19.0%	-5.4%
Cc1cc(-n2ccnc2)n2c(nc3ccccc32)c1C#N	-8.0	734	-5.9%	3.6%	-9.0%	-7.7%	17.5%	-0.3%	-1.6%	-6.7%
O=C(NC1CC2CCC1C2)c1ccco1 (stereo unspecified)	-9.8	824	13.3%	·	·	·	1.2%	·	16.3%	-5.8%
Cc1cc(C(=O)CSc2nc(N)cc(=O)[nH]2)ccc1F	1.6	831	-1.2%	·	·	·	9.0%	·	34.9%	-7.7%
CN1CCN(c2ccccc2NC(=O)c2ccc([N+](=O)[O-])cc2Cl)CC1	-0.3	658	1.9%	5.0%	0.9%	-4.0%	-1.7%	-0.9%	16.3%	-6.7%
NC(=S)NN=C1c2cc(S(=O)(=O)N3CCOCC3)ccc2-c2ccc(S(=O)(=O)N3CCOCC3)cc21	-2.5	624	-2.5%	5.5%	-2.3%	-4.4%	11.7%	-1.6%	15.5%	-2.9%
CC(O)CNc1nc2c(c(=O)n(Cc3ccccc3)c(=O)n2C)n1C (stereo unspecified)	·	·	-0.5%	·	·	·	21.2%	·	9.2%	-4.2%
COCCCNC(=O)c1cc(C)nn1-c1ccccc1	-11.2	742	-1.1%	2.2%	5.1%	·	3.8%	·	27.2%	-2.9%
NC(=O)CC1NC(=O)c2ccccc21 (stereo unspecified)	·	·	6.7%	0.2%	-10.1%	0.2%	2.9%	·	5.5%	-6.9%
CC(C)(C)n1nnnc1C(c1cccs1)N1CCN(Cc2ccccc2)CC1 (stereo unspecified)	-7.6	771	2.0%	10.4%	5.4%	-3.8%	-0.7%	-1.9%	-9.8%	0.3%
O=C(/C=C/c1ccccc1)NC(=O)c1ccccc1O	-21.5	675	-1.3%	·	·	·	-14.0%	·	-58.9%	2.2%
O=C(CC1NCCNC1=O)Nc1cc(Cl)cc(Cl)c1 (stereo unspecified)	6.0	781	5.6%	4.5%	0.8%	4.0%	-2.3%	6.3%	5.4%	-4.0%
O=C(NCc1ccco1)C1CCCCN1S(=O)(=O)c1ccc(F)cc1 (stereo unspecified)	·	·	1.4%	5.5%	1.2%	-4.5%	-1.7%	-0.2%	5.8%	1.8%
CCC(NS(=O)(=O)c1cn(C)nc1C)c1ccccc1 (stereo unspecified)	20.4	651	1.1%	1.0%	0.2%	-2.9%	-3.0%	5.1%	0.0%	-4.4%
CCOc1ccc(-c2cc(C(=O)N3CCC(C)CC3)c3ccccc3n2)cc1	2.5	665	0.1%	·	·	·	15.8%	·	0.6%	-5.2%
COc1ccc(NC(=O)c2ccc(NC(=O)c3ccncc3)cc2)cc1	22.4	868	-3.7%	·	·	·	23.0%	·	-11.2%	-5.2%
CCOCC(=O)Nc1cc(C)on1	3.5	770	5.3%	14.4%	2.5%	-7.6%	-1.6%	-1.1%	11.0%	-7.0%
CCc1nc(SCCO)c2oc3ccccc3c2n1	·	·	5.2%	3.3%	13.3%	-1.7%	-5.1%	0.6%	0.8%	-3.2%

Three consecutive records out of the list so far, quoted:
SMILES	Lipid droplet	Lipid droplet cells 6.5 µM	Siah-1 displacement	M1AAP inhibition	M17LAP inhibition	XIAP antagonists	AID2073	CSM14.1 death rescue	HEK293 NOD2/NF-kB	LYP phosphatase
C[C@H]1[C@H](C)CC[C@]2(C)CC[C@]3(C)C(=CC[C@@H]4[C@@]5(C)CC[C@@H](O)[C@](C)(C(=O)O)[C@@H]5CC[C@]43C)[C@H]12	5.9	671	1.0%	1.2%	6.5%	·	77.0%*	·	-13.4%	-4.0%
CCn1c(=S)sc2c(=O)n(-c3ccccc3)c(=S)[nH]c21	3.9	688	8.2%	3.7%	0.2%	-9.1%	20.4%	0.4%	-11.2%	5.1%
COC(=O)CN1C(=O)C(C)(C)Oc2ccc(C(=O)Nc3cccc(OC)c3)cc21	-22.2	846	0.2%	·	·	·	6.5%	·	29.7%	-6.4%

Other results follow.
SMILES	Lipid droplet	Lipid droplet cells 6.5 µM	Siah-1 displacement	M1AAP inhibition	M17LAP inhibition	XIAP antagonists	AID2073	CSM14.1 death rescue	HEK293 NOD2/NF-kB	LYP phosphatase
CCCCN1C(=O)NC(NS(=O)(=O)c2ccc(N)cc2)(C(F)(F)F)C1=O (stereo unspecified)	4.1	720	2.2%	16.4%	19.2%	-2.3%	-2.7%	-0.9%	25.7%	-6.6%
COc1ccc(NC(=O)c2cc([N+](=O)[O-])ccc2N2CCN(C)CC2)cc1	-19.0	696	1.3%	·	·	-3.1%	5.1%	-1.3%	22.1%	-8.5%
CCCn1c(=O)[nH]c(=O)c2c1nc(-c1cc([N+](=O)[O-])ccc1Cl)n2CCOC	0.4	827	-10.1%	·	·	·	15.2%	·	10.1%	-7.1%
CC(=O)Nc1cccc(-c2csc(Nc3ncccn3)n2)c1	2.9	625	1.5%	2.1%	-1.1%	-8.8%	37.2%	-1.8%	-57.0%	-5.4%
NS(=O)(=O)c1ccc(CCNc2ncnc3c2c(-c2ccccc2)cn3-c2ccc(F)cc2)cc1	-1.7	646	14.2%	7.9%	10.0%	-1.9%	-0.8%	-1.9%	3.4%	2.8%
O=C(O)c1ccc2c(c1)OCCCO2	2.5	639	3.5%	-5.2%	5.6%	·	10.4%	·	3.4%	-4.1%
COc1cc(COCC(O)CN2CCOCC2)cc(OC)c1OC (stereo unspecified)	·	·	-1.0%	-1.5%	2.2%	-6.0%	8.9%	-0.7%	3.1%	-6.4%
Cc1ccc(C(C)(C)C)cc1S(=O)(=O)N1CC(=O)Nc2ccccc21	-7.4	823	0.4%	·	·	·	4.6%	·	15.3%	-3.6%
Brc1ccccc1-c1nnc(SCc2nc3ccccc3s2)o1	4.5	686	-0.6%	-2.5%	3.5%	-6.1%	2.9%	8.0%	-72.5%	-1.0%
O=C(C1CCC(=O)N(C2CCCC2)C1)N1CCN(c2ccccc2Cl)CC1 (stereo unspecified)	-24.1	714	0.0%	·	·	·	-5.6%	·	5.9%	-5.2%
CCOC(=O)c1sc(Nc2nc(OC)cc(OC)n2)nc1C	-4.0	672	-2.4%	-3.5%	2.2%	-13.1%	16.1%	-3.0%	5.5%	1.2%
CN1CCN(C(=O)CN(c2cc(C(F)(F)F)ccc2Cl)S(C)(=O)=O)CC1	2.7	788	-5.2%	4.7%	-3.3%	-4.0%	-10.8%	-0.2%	-3.5%	-8.6%
O=C(O)c1ccccc1N/N=C/C1=C(N2CCOCC2)C(=C\c2ccccc2)/CC1	2.5	732	16.5%	1.9%	16.6%	·	15.4%	·	-17.6%	3.5%
CCC(C)(C)NC(=O)C(c1cccnc1)N(CCOC)C(=O)Cn1nnc2ccccc21 (stereo unspecified)	·	·	-1.4%	8.4%	-2.2%	-0.7%	4.6%	-0.8%	11.5%	-5.1%
O=C(Nc1ccc(N2CCOCC2)cc1)c1cn2ccccc2n1	·	·	-3.6%	5.2%	-1.6%	-2.1%	46.0%	-0.4%	-87.9%	1.5%
Cc1ccc(C(NC(=O)c2ccccc2S(C)(=O)=O)c2ccccc2)cc1 (stereo unspecified)	-7.0	711	-2.6%	·	·	·	-0.8%	·	8.2%	-7.0%
Cc1cc(C)n2nc(SCC#N)nc2n1	-1.1	679	1.1%	10.4%	0.9%	0.0%	6.3%	0.4%	15.8%	-3.5%
O=C1CC(N2CCCc3ccccc32)C(=O)N1c1ccccc1 (stereo unspecified)	·	·	-1.7%	5.6%	-4.9%	-2.2%	19.0%	-1.6%	7.4%	-4.2%
COc1ccc(Nc2ccc([N+](=O)[O-])cc2[N+](=O)[O-])cc1	12.7	743	7.8%	4.9%	9.2%	-3.2%	-2.7%	0.7%	14.4%	-1.9%
CCOC(=O)C1CCN(C(C(=O)NC2CCCCC2)c2ccc(OC)cc2)CC1 (stereo unspecified)	14.1	789	1.3%	3.4%	8.9%	-0.4%	-4.6%	1.2%	5.6%	-4.5%
Cc1ccccc1N1CCN(c2ccc(NC(=O)C3CCCCC3C(=O)O)cc2)CC1 (stereo unspecified)	6.1	729	-1.5%	3.2%	36.9%	-8.0%	-11.4%	0.3%	-12.4%	8.1%

Just HEK293 NOD2/NF-kB and M17LAP inhibition (4 entries from above):
Compound	HEK293 NOD2/NF-kB	M17LAP inhibition
CCOC(=O)c1sc(Nc2nc(OC)cc(OC)n2)nc1C	5.5%	2.2%
CN1CCN(C(=O)CN(c2cc(C(F)(F)F)ccc2Cl)S(C)(=O)=O)CC1	-3.5%	-3.3%
O=C(O)c1ccccc1N/N=C/C1=C(N2CCOCC2)C(=C\c2ccccc2)/CC1	-17.6%	16.6%
CCC(C)(C)NC(=O)C(c1cccnc1)N(CCOC)C(=O)Cn1nnc2ccccc21 (stereo unspecified)	11.5%	-2.2%

High-throughput results (PubChem BioAssay)
